HT1080NT lethal – kills 2HG-producing HT-1080-NT fibrosarcoma cells | HT-1080-NT fibrosarcoma viability, CellTiter-Glo ATP luminescence, 48 h | hit rate 1.6% among 360,000 | Potency, µM (series often up to 46.1 µM), for the others: at the top dose activity, negative = less viability, actives largely listed as cytotoxic;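 note: NT is the 2HG producing partner of a matched IDH1 knockdown line; 0% = DMSO-treated cells and -100% = media-only wells without cells; nearly all actives have a fitted effect of over 55% in size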
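A 48-hour cytotoxicity screen used HT-1080-NT cells plated 2 hours before compound delivery. ATP-based CellTiter-Glo luminescence measured viability, normalized to DMSO and no-cell controls.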
HT1080 IDH1KD tx – kills HT-1080 cells with IDH1 knockdown; HT-1080 IDH1 knockdown viability, ATP luminescence, 48 h; Potency, µM (top dose mostly 46.1 µM), inactives show top-dose activity, negative = toxicity, most hits filed as cytotoxic; hit rate 2% among 360,000; AID 686971;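 note: 0% = DMSO wells and -100% = cell-free medium wells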
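Cytotoxicity counter-line: IDH1KD HT-1080, 48 h, CellTiter-Glo. Curves classed by r2, magnitude and activity.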
KB-3-1 cytotox – kills parental KB-3-1 adenocarcinoma cells | KB-3-1 viability, CellTiter-Glo ATP luminescence, 72 h | Potency, µM (titrated, usually from 46.1 µM), without a hit: at the highest dose activity change, negative = cytotoxic, usual class: cytotoxic | hit rate 1.4% among 400,000; note: % is set by controls: 0 for no effect and ±100 for the full control effect; nearly all actives have a fitted effect of over 60% in size
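KB-3-1 parental drug-naive adenocarcinoma cells in DMEM/10% FBS, incubated 72 h at 37 C with pin-transferred compounds across a concentration series. Viability by CellTiter-Glo luminescence; concentration-response curves fitted after normalization.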
HEK293 tox – cytotoxicity counter-screen for GLP-1 receptor inverse agonists; HEK293 cAMP-luciferase reporter cells, luminescence, 24 h; Potency, µM (top dose mostly 38.3 µM), for the others: at the top dose activity change, negative = inhibition, most hits filed as inhibitors; hit rate 0.13% among 410,000;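 note: loss of luciferase light is scored as toxicity; % is set by controls: 0 for no effect and ±100 for the full control effect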
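Quantitative HTS format, 1536 wells, 200 cells/uL seeded. Compounds: 23 nL, 24 h, 37 °C. Detection: luciferase reagent, luminescence at 12 min RT; decreased signal taken as cytotoxic.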
SW480 rereplic – inducers of DNA re-replication in SW480 colon cancer cells. Potency, µM (top dose mostly 46.1 µM), without a hit: at the top dose re-replication activation, hits mostly activators. SW480 DNA re-replication, Hoechst DNA content imaging, 48 h. hit rate 1.8% among 340,000; note: % of control where 0% means no effect; nearly all actives have a fitted effect of over 55% in size
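Readout is total intensity of Hoechst-stained nuclei, excited at 405 nm and collected at 500-530 nm. Compound treatment lasted 48 hr at 37 C in 5% CO2 before staining.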
KB-V1 MDR tox – kills drug-selected multidrug resistant KB-V1 cells; KB-V1 MDR cells viability, CellTiter-Glo, 72 h; Potency, µM (doses to about 46.1 µM), for inactives: at the highest dose activity change, negative = cytotoxicity, usual class: cytotoxic; hit rate 3.4% among 400,000; note: % is set by controls: 0 for no effect and ±100 for the full control effect; nearly all actives have a fitted effect of over 60% in size
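Drug-selected KB-V1 cells, grown in DMEM lacking phenol red with 10% FBS, receive compound titrations; after three days at 37 degrees C, surviving cell ATP is quantified by CellTiter-Glo luminescence and responses normalized and curve-fitted.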
TDP-43 yeast inh – inhibitors of TDP-43 toxicity in yeast; TDP-43 expressing yeast growth rescue, BacTiter-Glo, 24 h; Potency, µM (titrated, usually from 46.1 µM), for inactives: at the top dose growth rescue (activation), hits mostly activators; hit rate 1.8% among 410,000; note: % of control where 0% means no effect; nearly all actives have a fitted effect of over 50% in size
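Growth rescue of TDP-43-toxic yeast measured as ATP luminescence (BacTiter-Glo). Cells grown to mid-log in raffinose, induced in galactose at OD600=0.02, exposed to compound 24 hr at 30 deg C.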
GLP-1R inv ag – inverse agonists of human GLP-1 receptor | P43220 | hit rate 1.6% among 410,000 | Potency, µM (top dose mostly 38.3 µM), for inactives: top-dose activity change, negative = inhibition, actives largely listed as inhibitors | HEK293 GLP-1R CRE-luciferase, luminescence, 24 h; GLP-1R form is constitutively active; note: % is set by controls: 0 for no effect and ±100 for the full control effect; nearly all actives have a fitted effect of over 55% in size
Target sequence (P43220 whole entry, looked up): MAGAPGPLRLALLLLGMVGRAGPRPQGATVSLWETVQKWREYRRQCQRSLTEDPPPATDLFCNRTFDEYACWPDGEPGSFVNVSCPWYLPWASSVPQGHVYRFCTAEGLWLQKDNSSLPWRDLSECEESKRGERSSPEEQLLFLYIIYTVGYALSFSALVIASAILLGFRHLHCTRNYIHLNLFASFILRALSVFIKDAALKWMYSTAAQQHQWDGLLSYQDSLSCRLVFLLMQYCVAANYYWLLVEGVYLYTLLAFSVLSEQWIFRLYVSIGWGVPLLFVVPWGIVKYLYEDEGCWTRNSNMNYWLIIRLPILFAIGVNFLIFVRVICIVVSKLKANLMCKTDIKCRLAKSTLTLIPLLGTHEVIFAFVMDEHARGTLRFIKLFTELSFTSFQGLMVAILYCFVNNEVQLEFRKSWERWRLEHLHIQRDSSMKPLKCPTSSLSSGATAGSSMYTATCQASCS
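Seeding at 200 cells/uL, 12 h culture, 24 hr compound treatment, then luciferase reagent and a luminescence read; cells are HEK293 stably expressing a constitutively active GLP-1R plus cAMP-responsive luciferase.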
GLP-1R agonist – agonists of human GLP-1 receptor; P43220; HEK293 GLP-1R CRE-luciferase, luminescence, 4-6 h; cells express a hypersensitive GLP-1R form; Potency, µM (highest dose often 45.6 µM), without a hit: at the highest dose activation, most hits filed as activators; hit rate 0.007% among 380,000; AID 624172; note: % of control where 0% means no effect
Starred values were filed as active, the others as inactive; ? = inconclusive; . = no result given; & = joins results of further samples; [ ] = dose if it differs, or a comment. Calls come from the whole dose curve; as a rule, active = well fitted curve in the direction sought with a large enough effect; inconclusive = small, poorly fitted or top-dose-only effect, or another doubt; inactive = no such curve, though single readings can be large; an effect the other way counts as inactive or inconclusive. Potency is the fitted concentration of half-maximal effect. Compounds were not picked by outcome; about 9.4% have a hit in one of these screens.

Order of values: HT1080NT lethal	HT1080 IDH1KD tx	KB-3-1 cytotox	HEK293 tox	SW480 rereplic	KB-V1 MDR tox	TDP-43 yeast inh	GLP-1R inv ag	GLP-1R agonist
Cc1nc(N2CCNCC2)c2c3c(sc2n1)CCCC3
 : -11%	-7%	5%	-7%	2%	?	-13%	2%	11%
CCc1ccc(CN(C)Cc2c(C(=O)N3CCOCC3)nc3c(C)cccn23)nc1
 : 0%	-4%	1%	4%	.	6%	7%	11%	-3%
COc1cccc(-c2nc(NCCN3CCOCC3)c3ccccc3n2)c1O
 : ?	-27%	-1%	-39%	?	?	0%	?	0%
Cc1ccc(Cn2cc(CN3CC(N4CCN(C)CC4)CS3(=O)=O)nn2)cc1 (configuration not stated)
 : 24%	10%	11%	2%	.	-1%	22%	23%	-1%
Cc1nnc(NC(=O)CC(C)c2ccccc2)s1 (configuration not stated)
 : 2%	1%	1%	-21%	?	-2%	18%	19%	-5%
COc1ccc(CCNC(=S)c2ccccc2)cc1OC
 : -3%	-6%	?	-6%	-9%	-1%	?	?	0%
N#CCCN(NC(=O)OCc1ccccc1)C(=O)OCc1ccccc1
 : ?	16%	0%	-15%	-7%	2%	8%	-6%	1%
CN1C(=O)[C@H]2[C@@H](/C=C/c3ccccc3)N3C(=O)CN(Cc4ccc(-c5ccccc5)cc4)C(=O)[C@@]3(Cc3ccccc3)[C@H]2C1=O
 : -2%	-7%	2%	-27%	-3%	1%	21%	?	-1%
COc1cccc(CC(=O)Nc2c(C(=O)N3CCN(c4ccccc4)CC3)oc3ccccc23)c1
 : .	.	?	-15%	.	?	?	?	.
Cn1cnc([N+](=O)[O-])c1Sc1ncnc2nc[nH]c12
 : 4.1µM*	4.1µM*	1.8µM*	-19%	6%&9%	?	4%	19%	2%
CC(C)N(C)c1ncnc2c1ncn2[C@H]1CN(Cc2ccc3c(c2)OCO3)C[C@@H](CO)O1
 : 0%	8%	-4%	-1%	.	-15%	-5%	22%	9%
Cc1ccc(NC(=S)NN(C)c2nc(C)cnc2C)cc1
 : 1%	-6%	-4%	-1%	-3%	-3%	0%	10%	1%
COc1ccc(C2/C=C\CN(C(=O)C3CC3)CC(=O)N2Cc2ccc(F)cc2)cc1 (configuration not stated)
 : 3%	2%	6%	11%	0%	-24%	7%	-16%	1%
Cc1ccc(C)c(Cc2c(C)nc3c(C(=O)N4CCOCC4)cnn3c2C)c1
 : 9%	-5%	-18%	-5%	-3%	-18%	0%	0%	-1%
COC(=O)CC1COc2ccccc2N1C(=O)c1cc(OC)c(OC)c(OC)c1 (configuration not stated)
 : -1%	-4%	-18%	23%	-69%	-19%	-5%	14%	0%
CCOc1cccc2c1OC1(C)CC2NC(=O)N1c1cccc(F)c1 (configuration not stated)
 : 12%	9%[9.24 µM]	8%	-10%	1%	-1%	11%	0%	-10%
CSc1nc(=O)c2c(n1C)NC(=O)CC2c1cc(F)cc(F)c1 (configuration not stated)
 : .	.	6%	11%	.	7%	5%[9.22 µM]	1%	.
CCOC(=O)C(CN1CCCC1)c1ccccc1 (configuration not stated)
 : 3%	4%	15%	11%	-9%	?	0%	2%	11%
COc1ccc(OC)c(C2C(C(=O)Nc3nc4ccccc4s3)=C(C)NC3=C2C(=O)CCC3)c1 (configuration not stated)
 : -14%	-5%	?	136%[activator]	?	-1%	-2%	?	12%
CS(=O)(=O)Nc1ccc(C2=NN(C(=O)c3ccco3)C(c3ccc(F)cc3)C2)cc1 (configuration not stated)
 : -22%	-30%	-27%	-9%	-8%	-31%	0%[0.397 µM]	3%	11%
CC1Cn2c(nnc2-c2ccccc2O)S1 (configuration not stated)
 : 10%	0%	1%	-13%	2%	-6%	0%	10%	0%
O=C(CN1CCOCC1)Nc1c(C(=O)C2CC2)oc2ccccc12
 : 2%	-1%	-2%	9%	-20%	1%	11%	37%[activator]	11%
CC(=O)Nc1ccc(NC(=O)CSc2nccn2C)cc1
 : .	.	0%	-14%	.	-4%	19%	-7%	0%
Cn1nnnc1SCCNC(=O)C1CCC(=O)N(CCc2ccccc2)C1 (configuration not stated)
 : 12%	7%	20%	-2%	0%	?	-9%	1%	8%
CCOC(=O)C(/C=C(\C#N)C(=O)OCC)=C(/N)N1CCN(c2ccccc2)CC1
 : 6%	17%	1%	-11%	-3%	16%	7%	-11%	-5%
Cc1c(NC(=O)C(c2ccccc2)c2ccccc2)cccc1C(=O)O
 : 3%	0%	10%	0%	-5%	12%	-4%	16%	-3%
CS(=O)(=O)Nc1ccccc1-c1cccc2nccn12
 : 3%	6%	0%	-1%	.	0%	?	22%	-2%
Cc1ccc(CNC(=O)C2CCN(S(=O)(=O)c3c(C)noc3/C=C/N(C)C)CC2)cc1
 : 0%	7%	-4%	19%	-10%	-24%	8%	-15%	1%
Cc1ccc(CN(C)C(=O)CCc2c[nH]c3ccccc23)o1
 : -1%	-8%	13%	-3%	2%	-2%	24%	-24%	12%
CC1(C(=O)NCC(F)(F)F)CCN1C(=O)C1(c2ccccc2)CC1 (configuration not stated)
 : ?	1%	0%	1%	.	-26%	7%	21%	-7%
Cc1c(CNC2CCC(C)CC2)c(C(=O)O)c(C)n1Cc1ccc(Cl)cc1 (configuration not stated)
 : .	.	7%	-1%	.	9%	-3%	-8%	.
CC(=O)Nc1ccc(C(=O)CSc2nnc(Cc3ccccc3)o2)cc1
 : 8%	5%	6%	12%	-3%	-11%	-1%	0%	24%
COc1cc(/C=N/Nc2ccc(Cl)c(C(=O)O)c2)ccc1OCC(=O)N1C(C)CCCC1C (configuration not stated)
 : 6%	8%	9%	-3%[0.307 µM]	11%	3%	-2%	-17%[0.307 µM]	15%
COc1ccc(CCC(=O)OCC(=O)NC2CCCC2)cc1OC
 : 14%	12%	13%	-13%	.	16%	16%	2%	0%
N#Cc1c(N)nc2c(c1N)CC(=O)N2c1ccccc1-c1ccccc1
 : -5%	1%	-1%	-4%	-7%	10%	2%	69%[activator]	14%
Cn1ncc(Cl)c1C(=O)Nc1ccncc1
 : 7%	2%	1%	0%	-7%	23%	-3%	19%	-9%
CCNC(=O)N(C)[C@H]1C[C@H]2c3[nH]c4ccccc4c3CCN2C[C@H]1[C@H](C)O
 : 11%	5%	0%	5%	.	19%	?	30%	-5%
CCC(=O)NC(c1ccccc1Cl)c1c(O)ccc2ccccc12 (configuration not stated)
 : -22%	-28%	?	-16%	.	?	0%	?	-9%
CCOC(=O)c1cc(S(=O)(=O)NCc2ccc3c(c2)OCO3)cn1C
 : -2%	-2%	-1%	-9%	2%	24%	20%	31%	7%
COc1ccc([N+](=O)[O-])cc1NS(=O)(=O)c1ccccc1
 : 6%	11%	-1%	-21%	-11%	?	11%	4%	2%
COc1ccc(-n2c(C)nc3c(cnn3-c3ccccc3)c2=O)cc1
 : ?	?	?	?	6%	-17%	0%	?	-10%
Cn1c(=O)c2c(-c3ccc(Br)cc3)n(Cc3ccc(F)cc3)cc2n(C)c1=O
 : .	.	0%	-18%	.	0%	6%	?	.
CCc1cc(C(=O)OC)c(NC(=O)CN2CCN(C(=O)c3ccco3)CC2)s1
 : -13%	-31%	-21%	8%	6%	-20%	-17%	10%	9%
Cc1ccc(NC(=O)c2cccc(OC(F)F)c2)c(OC(F)F)c1
 : 22%	1%	5%	-15%	-38%[inhibitor]	?	?	-14%	-3%
O=C(NCc1cccs1)c1cccc(N2CCCC2=O)c1
 : 11%	11%	17%	-14%	-3%	-7%	-18%	19%	-11%
O=C(c1ccco1)N1CCN(C(=O)C2CCN(S(=O)(=O)Cc3ccccc3)CC2)CC1
 : -1%	11%	-5%	-2%	2%	21%	-20%	2%	-8%
O=C(COCc1cc(-c2ccco2)on1)Nc1cccc(O)c1
 : .	.	0%	-7%	.	?	-13%	13%	.
O=C(Nc1ccccc1)c1ccc(NC(=O)C2CC2)cc1
 : -9%	?	-6%	-18%	-3%	?	-5%	-5%	-2%
CCn1c(C)c(C(C)=O)c(NCc2ccccc2)nc1=S
 : 8%	2%	4%	1%	3%	-22%	2%	6%	-3%
CC(C)(C)NC(=O)c1cccc(NC(=O)c2ccc3c(c2)C(=O)N(C(C)(C)C)C3=O)c1
 : ?	?	-26%	-19%	3%	?	8%	10%	7%
O=S1(=O)N=C(Oc2ccccc2)c2ccccc21
 : 2%	-1%	9%	-12%	0%	22%	-9%	11%	-6%
O=C(COC(=O)/C=C/c1nc2ccccc2s1)Nc1cccc2ccccc12
 : 13%	7%	8%	1%	1%	12%	10%	-1%	-6%
O=C(COc1ccc(Br)cc1CO)Nc1ccccc1F
 : -3%	-4%	?	-9%	2%	?	?	13%	-4%
CC1=NN(C(C#N)c2ccccc2C)C(C)(C)C1 (configuration not stated)
 : 1%	16%	0%	14%	-2%	27%	13%	0%	-15%
COC(=O)c1[nH]c2ccc(Cl)cc2c1NC(=O)CN1CCC(C(N)=O)CC1
 : 0%	-2%	2%	-6%	-5%	9%	-3%	2%	10%
O=C(O)c1cccc2c1C(=O)c1cc([N+](=O)[O-])ccc1-2
 : 0%	10%	-12%	-10%	-2%	-1%	11%	12%	-6%
Cc1cccn2c(=O)c3cc(C(=O)NCCN4CCOCC4)n(C)c3nc12
 : 19%	21%	1%	78%[activator]	?	?	10%	29%	10%

3 compounds from above, arranged by the number in SW480 rereplic, ascending.
compound	SW480 rereplic
O=C(NCc1cccs1)c1cccc(N2CCCC2=O)c1	-3%
O=C(c1ccco1)N1CCN(C(=O)C2CCN(S(=O)(=O)Cc3ccccc3)CC2)CC1	2%
CC(C)(C)NC(=O)c1cccc(NC(=O)c2ccc3c(c2)C(=O)N(C(C)(C)C)C3=O)c1	3%
